Compound activity from PubChem BioAssay.
SIRT5 block: blocks human SIRT5 desuccinylation of peptide | AID 652115 | inhibition, % at 15 µM | Purified SirT5, succinyl-peptide AMC, trypsin-coupled fluorescence | 330,000 compounds, 1.1% hits; in the data active = inhibition above about 15%; inconclusive = no clear call, values can overlap the other calls
Target sequence (Q9NXA8 whole entry, looked up): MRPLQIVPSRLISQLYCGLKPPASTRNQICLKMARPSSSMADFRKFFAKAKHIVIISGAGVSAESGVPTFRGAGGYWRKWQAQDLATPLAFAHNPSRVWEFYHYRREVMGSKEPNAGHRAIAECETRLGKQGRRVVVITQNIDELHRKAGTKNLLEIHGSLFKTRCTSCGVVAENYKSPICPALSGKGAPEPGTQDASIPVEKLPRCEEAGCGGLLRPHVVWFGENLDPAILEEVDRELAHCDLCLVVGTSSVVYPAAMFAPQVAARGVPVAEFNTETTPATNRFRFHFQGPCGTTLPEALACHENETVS
Cneo AK release: causes C. neoformans cell lysis; adenylate kinase release luminescence, 4 h; normalised: neutral wells 0, clomiphene wells 100; lysis activity, % at 15 µM; 360,000 compounds, 0.2% hits; AID 651654;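 active = mean lysis activity across replicates of at least 80%, whatever share of replicates individually reach that level; inactive = mean lysis activity below 80%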
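read-out = cell lysis signal | test system = log-phase Cryptococcus neoformans yeast cells | input = cells at 5 × 10^6 per mL | medium = fresh YPD growth medium | signal = luminescent adenylate kinase detection reagent | timing = 4 h at 37 °C static, read 1 h later | dosing = single dose | controls = Clomiphene as positive lysis control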
LGR2 antag: Drosophila LGR2 receptor signaling inhibition; AID 720647; inhibition, % at 9.99 µM; 380,000 compounds, 0.35% hits; HEK293 LGR2, CRE-luciferase, bursicon-stimulated, 4 h;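 active = drop in luminescence signal, shown as inhibition above about 50% in the replicate tests, limit read from the data, passing the limit was not always enough; inconclusive = probably only some replicates passing the limit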;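 note: agonist challenge used bursicon conditioned medium at about half maximal strength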
S100A4 inh HTS: inhibitors of human S100A4 binding to myosin IIA peptide | S100A4/TAMRA-MyoIIA peptide fluorescence polarization | inhibition, % at 10.7 µM | P26447 | 360,000 compounds, 0.14% hits | AID 652163;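 active = mean inhibition of at least 70% across replicates, with every replicate also reaching that level; inconclusive = mean inhibition reaches 70% but some replicates fall short; inactive = mean inhibition below 70%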
Target sequence (P26447 whole entry, looked up): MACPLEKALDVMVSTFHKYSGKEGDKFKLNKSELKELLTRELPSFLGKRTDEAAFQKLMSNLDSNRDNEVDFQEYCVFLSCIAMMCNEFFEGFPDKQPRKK
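Material: S100A4 monomer (human). Medium: Calcium-containing HEPES buffer, pH 7.2. Probe or stimulus: labelled myosin peptide probe, 5 nM. Compound dosing: one concentration per compound. Timing: polarization read 5 min after assay mix addition, stable 5–60 min. Benchmarks: DMSO as neutral control, TFP as positive control.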
PGC1a acetyl inh: lowers PGC1a acetylation signal in U2OS cells | AlphaScreen anti-acetyl-lysine; with virally co-expressed GCN5 acetyltransferase | inhibition, % at 15.6 µM | 350,000 compounds, 0.17% hits;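 active = every replicate shows inhibition of at least 40%; inconclusive = mean inhibition at least 40% but some replicate below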;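 note: 0% = neutral control wells and 100% = positive control wells; some results beyond the cut were filed as inactive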
C2C12 statin: suppressors of simvastatin-induced myotoxicity in C2C12 myotubes; ATP luminescence, 48 h; scaled: DMSO 0, geranylgeraniol control 100; rescue of ATP level, % at 7.49 µM; 330,000 compounds, 0.78% hits;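 active = mean ATP rescue above about 67%, or every replicate alone reaching that limit, limit read from the data, passing the limit was not always enough; inconclusive = no clear call, values can overlap the other calls; inactive = mean under the limit and some replicate under it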;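 note: myotubes were challenged with 10 µM simvastatin during compound exposure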
ERAP1 HTS inh: blocks human ERAP1 aminopeptidase activity. AID 652197. inhibition, % at 10.7 µM. recombinant ERAP1, Leu-AMC fluorescence, 60 min. 340,000 compounds, 0.15% hits;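 active = mean replicate inhibition of at least 30%, or all replicates individually reaching that 30% level; inactive = mean below 30% and not every replicate reaching it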;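 note: 0% = neutral control wells and 100% = L-leucinethiol positive control wells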
Xi reactivation: activators of X-chromosome reactivation in mouse fibroblasts | XiGFP mouse fibroblasts, % GFP-positive cells imaging, 3 d; cells co-treated with 5-aza-dC sensitizer; scaled so ellipticine positive control = 100% | activation, % at 7.58 µM | 360,000 compounds, 0.055% hits | AID 743238;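 active = mean normalized replicate activation at least 10% and every replicate at or above 10%; inconclusive = only one of the two criteria met; inactive = mean below 10% and not all replicates reach 10%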;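 note: 0% = median of on-plate neutral control wells and 100% = ellipticine 6 µM median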
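Material: SV40-immortalized XiGFP fibroblast cells, line 68-5-11 | Buffer or medium: DMEM containing 5-aza-dC | Dosing: One concentration, pinned | Times: 3 d treatment, 15 min room-temperature fixation | Controls: Ellipticine 6 µM positive control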
The depositor's hits bear a star; u = inconclusive; x = no result given; & = joins results of further samples. An excerpt; the hit share may differ from the screen's.

SMILES	SIRT5 block	Cneo AK release	LGR2 antag	S100A4 inh HTS	PGC1a acetyl inh	C2C12 statin	ERAP1 HTS inh	Xi reactivation
COc1ccc(CN2C(=O)CCC2(C)c2nnnn2Cc2ccccc2)cc1OC (configuration not stated)	x	x	-14	-12	x	x	7	-0.1
CC(Oc1ccccc1)C(=O)N1CCN(c2ncccn2)CC1 (configuration not stated)	-3	1	25	-6	x	-3	0	0.0
Cn1cc(C=C2C(=O)OC3(CCCCC3)OC2=O)c2ccccc21	-1	-7	14	-8	-1	x	-2	0.0
O=S(=O)(c1ccc2c(c1)C(O)c1ccccc1CC2)C(F)(F)F (configuration not stated)	x	-1	15	3	-2	-2	1	0.1
Cc1ccc(C(c2sc3ncnn3c2O)N2CCCCC2)cc1 (configuration not stated)	-4	-2	x	3	-36	-10	-1	0.7
COc1cccc(NC(=O)CN(C)CC(=O)NCc2ccc3c(c2)OCO3)c1	0	0	-6	-4	-1	16	0	0.1
Cc1ccc(-c2nn(-c3ccccc3)cc2CN(Cc2ccccc2)C(=O)CCC(=O)O)o1	-1	x	3	1	-3	6	6	x
COc1ccccc1NC(=O)CN1CCN(c2ccccn2)CC1	0	x	0	1	0	9	0	x
COCC#Cc1cnc2c(c1)C(=O)N([C@@H](C)CO)C[C@H](C)[C@H](CN(C)C(=O)C1CCCCC1)O2	5	-3	-6	4	7	38	-3	-0.8
CC1=C(C(N)=O)C(c2ccncc2)n2nc(-c3ccccc3Cl)nc2N1 (configuration not stated)	0	-2	-6	2	x	7	0	0.0
CCOC(=O)c1c(Cc2ccc(Cl)cc2)c[nH]c1C	2	x	1	-5	x	x	4	-0.1
Cc1ccc(C)c(C(=O)Nc2nc3ccccc3[nH]2)c1	-4	0	-45	0	1	-12	-2	0.3
Cc1ccccc1C(=O)N1CCC(C(=O)Nc2ccccc2N2CCCC2)CC1	12	x	0	-7	-5	25	2	-0.1
CC(C)C1C(=O)N(Cc2cn(CCC3OCCO3)nn2)CCS(=O)(=O)N1Cc1ccc(-c2ccc(F)nc2)cc1 (configuration not stated)	-5	0	x	2	5	-14	1	0.1
C[C@H](CO)N1C[C@H](C)[C@@H](CN(C)Cc2ccncc2)Oc2cc(C#CC3CC3)ccc2S1(=O)=O	-1	-4	5	6	-12	-18	-2	-0.5
O=C(CN1CCOCC1)N[C@H]1CC[C@H](CCNC(=O)Nc2cc(F)ccc2F)O[C@H]1CO	-1	0	4	-9	u	2	0	-0.1
COc1ccc(CC(N)c2csc(NC(=O)c3cccs3)n2)cc1 (configuration not stated)	-1	0	-5	-10	x	0	-1	0.2
Oc1c(Cl)cc(Cl)c(Cl)c1CN1CCOCC1	-2	-2	11	-5	9	-12	0	0.2
O=C(COC(=O)c1ccc(Cl)nc1)NCCNC(=O)COC(=O)c1ccc(Cl)nc1	-1	-1	6	1	x	-4	3	0.0
CC(CCc1ccccc1)NCC(O)c1ccc(O)c(C(N)=O)c1 (configuration not stated)	-9	0	-1	3&-15	-9	16	-3	-0.1
CC(C)CCN(C(=S)Nc1cccc(F)c1)C(C)c1cccs1 (configuration not stated)	2	3	11	-3	4	x	5	0.1
COc1ccc(C(=O)Nc2nnc(SCC(=O)NC3CCCC3)s2)c(OC)c1	0	-25	-42	2	x	x	-5	0.0
CCOC(=O)CC(c1ccc(N)cc1)n1c(C)ccc1C (configuration not stated)	-2	2	5	28	1	6	2	0.3
CC1(C(=O)NCc2ccccc2Br)CCN1Cc1ccccc1OC(F)F (configuration not stated)	2	0	-1	-3	-7	10	-3	-0.1
CO[C@@H]1CN(C)C(=O)c2cc(NS(C)(=O)=O)ccc2OC[C@H](C)N(CC2CC2)C[C@@H]1C	-7	10	6	4	11	-4	-4	-0.5
C=CCn1cnc2c(nnn2Cc2ccc(F)cc2)c1=O	x	1	-10	-1	x	21	0	0.0
COc1ccc(/C=C(/NC(=O)c2ccc([N+](=O)[O-])cc2)C(=O)NCCCN(C)C)cc1	-1	x	1	6	x	x	x	0.3
Cc1nc2ccccc2c2oc(C(=O)NCCN3CCCCC3C)cc12 (configuration not stated)	0	1	x	-11	-15	-20	5	0.1
C[C@@H]1CN([C@H](C)CO)C(=O)c2cc(NC(=O)c3ccncc3)ccc2O[C@@H](C)CCCCO[C@H]1CN(C)S(=O)(=O)c1ccccc1	7	-1	4	-8	-4	x	-1	0.3
CCC1CCCCN1CCCNC(=O)c1ccc2c(c1)NC(=O)CS2 (configuration not stated)	2	-1	9	-4	-9	6	-2	0.1
CC1CCN(S(=O)(=O)c2ccc(C(=O)Nc3ccccn3)cc2)CC1	-4	-5	-26	7	x	x	-2	0.1
CCOc1ccc(NC(=S)N2CCC(c3nc4ccccc4[nH]3)CC2)cc1	0	2	x	2	x	-3	0	0.3
Fc1ccc(Cn2cccc2C2=NC(c3ccccc3)CO2)cc1 (configuration not stated)	-1	x	-38	2	x	x	-3	0.3
O=C(Nc1ccc(F)cc1)NC1CCN(Cc2c(F)cccc2Cl)CC1	-3	-4	12	-12	8	-30	7	0.0
C[C@@H]1CN([C@H](C)CO)C(=O)c2cc(NC(=O)c3ccncc3)ccc2O[C@@H]1CN(C)Cc1ccc(C(=O)O)cc1	3	0	-4	3	0	-1	7	0.1
O=C(CCSCCc1ccccn1)Nc1cccc([N+](=O)[O-])c1	0	x	6	-2	x	x	8	0.1
CC[C@@]1(C(=O)OC)N[C@H](CN(C)C(=O)Nc2ccc(OC)cc2)[C@@H]2C(=O)N(Cc3ccccc3)C(=O)[C@@H]21	x	0	-24	5	-11	-4	x	0.1
CC(OC(=O)Cc1ccccc1[N+](=O)[O-])C(=O)Nc1ccc(Cl)cn1 (configuration not stated)	2	-3	1	-17	-4	-3	0	0.1
O=C(/C=C/c1ccc2c(c1)OCO2)NCCCN1CCOCC1	x	-1	7	x	4	8	x	x
CNC[C@H]1Oc2ccc(NC(=O)Nc3cccc4ccccc34)cc2C(=O)N([C@H](C)CO)C[C@H]1C	0	2	-6	-5	2	1	-2	-0.1
O=S(=O)(c1ccc2nc(N3CCN(c4ccccc4)CC3)ccc2c1)N1CCCCC1	1	1	3	7	0	-22	-1	0.2
C[C@H](CO)N1C[C@H](C)[C@H](CN(C)C(=O)NC2CCCC2)Oc2ncc(C#CCN(C)C)cc2C1=O	0	21	7	2	-10	-8	0	-0.3
O=C(C[C@H]1C[C@H]2c3cc(NC(=O)C4CCC4)ccc3O[C@H]2[C@@H](CO)O1)NCc1ccc2c(c1)OCO2	-6	1	-7	0	6	4	-2	0.3
N#Cc1ccc(S(=O)(=O)N2CCN(C(=O)c3cn(-c4ccccc4)nc3-c3cccnc3)CC2)cc1	-3	1	-7	-6	-7	-2	-1	0.3
CC(C)(C)OC(=O)N1CCC(CNC(=O)c2cccs2)CC1	-2	4	x	0	-1	x	x	0.0
CCCCNC(=O)O[C@H]1C[C@@H]2CCN3C(=O)CCC[C@H]([C@H]1Cc1ccccc1)[C@H]23	0	-1	11	2	x	10	1	0.0
CCOc1cc(/C=N/NC(=O)c2cccs2)cc([N+](=O)[O-])c1O	0	1	-22	2	3	0	1	0.0
Cc1cc(=O)[nH]c(-n2ncc(C#N)c2N)n1	2	-1	-11	-4	11	-5	-1	-0.4
C[C@@H]1CN([C@H](C)CO)S(=O)(=O)c2ccc(-c3ccncc3)cc2O[C@H]1CN(C)C(=O)C1CC1	-2	1	2	0	-2	-6	-3	-0.3
CC(=O)NC(C)CCc1ccccc1 (configuration not stated)	-4	x	x	0	x	x	-3	0.1
O=C(NC(c1ccccc1)C(Cl)(Cl)Cl)c1ccccc1 (configuration not stated)	-2	0	9	62	5	6	1	-0.1
CN(C)CC(=O)N1[C@@H](CO)[C@@H](c2ccccc2)C12CN(C(=O)C1CCCC1)C2	-1	x	7	-11	16	x	-2	0.0
O=C(O)c1ccc(N/N=C/c2c[nH]c3ccccc23)cc1	2	0	59*	-6	3	-8	2	0.0
CCCCN(CCCNC(=O)Cn1nc(CC)n2c(cc3sc(C)cc32)c1=O)Cc1ccccc1	0	-5	-5	-4	6	-7	4	0.0
O/N=C(/c1ccccc1)c1cc2cc(Br)cc(Br)c2o1	-2	3	-25	-4	-2	-15	-1	-0.1
COc1cccc(NC(=O)N2CC(=O)N3[C@@H](CO)[C@@H](c4ccc(C#CC5CCCCC5)cc4)[C@@H]3C2)c1	9	x	5	-3	-15	x	0	-0.1
C[C@@H]1CN([C@@H](C)CO)C(=O)c2cccc(NC(=O)c3ccc(-c4nccs4)cc3)c2O[C@@H]1CN(C)Cc1ccncc1	1	-3	-6	-6	-2	-1	0	2.5
Cc1cccc(NC(c2ccc(C)s2)c2ccc3ccc(C)nc3c2O)n1 (configuration not stated)	2	-2	15	5	x	x	-2	1.8
Cc1cccc(NS(=O)(=O)c2ccc3c(c2)Cc2cc(S(=O)(=O)Nc4cccc(C)c4C)ccc2-3)c1C	-1	6	-2	15	-9	x	0	0.0
COc1ccc(N2C(=O)CC(Sc3nc4ccccc4s3)C2=O)cc1OC (configuration not stated)	1	-1	3	1	-5	-1	3	-0.1

Filtered by structure, the compounds so far containing a nitro group on carbon.
SMILES	SIRT5 block	Cneo AK release	LGR2 antag	S100A4 inh HTS	PGC1a acetyl inh	C2C12 statin	ERAP1 HTS inh	Xi reactivation
COc1ccc(/C=C(/NC(=O)c2ccc([N+](=O)[O-])cc2)C(=O)NCCCN(C)C)cc1	-1	x	1	6	x	x	x	0.3
O=C(CCSCCc1ccccn1)Nc1cccc([N+](=O)[O-])c1	0	x	6	-2	x	x	8	0.1
CC(OC(=O)Cc1ccccc1[N+](=O)[O-])C(=O)Nc1ccc(Cl)cn1 (configuration not stated)	2	-3	1	-17	-4	-3	0	0.1
CCOc1cc(/C=N/NC(=O)c2cccs2)cc([N+](=O)[O-])c1O	0	1	-22	2	3	0	1	0.0

(continued)
SMILES	SIRT5 block	Cneo AK release	LGR2 antag	S100A4 inh HTS	PGC1a acetyl inh	C2C12 statin	ERAP1 HTS inh	Xi reactivation
CC(O)(c1ccccc1)c1nc(-c2ccncc2)cs1 (configuration not stated)	x	-1	x	0	11	-11	0	u
COc1cccc2cc(C(=O)N3CCN(c4ccc(C)cc4C)CC3)c(=O)oc12	-1	33	22	2	x	6	-1	0.2
CC[C@H](C)[C@@H]1NC(=O)c2cc([N+](=O)[O-])cc(F)c2OCC[C@@H](C(N)=O)NC(=O)[C@H](CCCCN)NC1=O	x	-6	29	1	x	-6	-4	0.1
O=C(c1ccc(C(F)(F)F)cc1)N1CCC(=O)N([C@H](COCc2ccccc2)Cc2ccccc2)CC1	-2	x	5	0	x	x	x	0.0
COc1cccc(-c2cc(C(=O)NCC3CCCO3)c3cc(Br)cc(C)c3n2)c1 (configuration not stated)	17*	2	-2	4	2	-1	6	-0.1
Cc1ccccc1-c1cc(C(=O)n2cccn2)c2cc(Cl)ccc2n1	x	1	11	x	4	7	x	x
